TNAP activation fold = stimulation of alkaline phosphatase TNAP activity – biochemical, luminescent, no phosphate acceptor, uHTS, primary screen (AID 1001). purified TNAP, luminescent activation assay, no phosphate acceptor; higher activation fold means a stronger effect. activation fold at 20 µM; hits with a dose series show EC50 in µM. 0.03% of 200,000 active; in the data active = activation fold from about 3, or a potency from the dose series; inactive = the rest, 99 in 100 with activation fold below about 1.6; note: many of its hits are not listed in these tables
SV40 large T antigen = TAg ATPase/helicase activity blockers – biochemical (AID 1903); one-dose inhibition, % at 20 µM; IC50 in µM for titrated hits; 0.39% of 310,000 active; SV40 large T antigen ATPase/helicase inhibition assay; higher % means a stronger effect; in the data active = a potency from the dose series; inconclusive = inhibition mostly from about 32% at the one dose, without a potency; inactive = the rest, 99 in 100 with inhibition below about 32%; note: strong numbers were not always called active
PhoP inhibition = inhibitors of PhoP regulon expression, primary screen, Salmonella Typhimurium, GFP reporter (AID 1863) | 0.16% of 300,000 active | inhibition, % at 50 µM; hits with a dose series show IC50 in µM | S. Typhimurium PhoP-regulated promoter GFP reporter, 4 h; higher % means a stronger effect;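 active = inhibition over 29.93%, a cutoff 3 SD above the screen mean, later confirmed by dose response; inconclusive = inhibition over 29.93% but no dose response follow-up; inactive = inhibition at most 29.93% or unconfirmed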;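 note: 0% = low Mg2+ inducing control and 100% = high Mg2+ repressing control; strong numbers were not always called active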
CSM14.1 death rescue = protection against thapsigargin-triggered cell killing – 384-well, CSM14.1, ATP luminescence, primary screen (AID 1222); CSM14.1 thapsigargin-induced death rescue, ATP luminescence; higher % means a stronger effect; cellular ATP content (survival), % at 20 µM, or EC50 in µM where a hit was titrated; 190,000 tested, under 10 active;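 active = EC50 below 50 µM in the dose-response confirmation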;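 note: death triggered by thapsigargin at about 15 µM added after 2 h compound pretreatment; cell ATP read after overnight thapsigargin exposure of roughly 18 to 22 hours; normalized against plate controls of thapsigargin alone and 5% DMSO vehicle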
human PMI inhibition = inhibitors of human PMI, primary screen, biochemical, fluorescence intensity, coupled assay (AID 1209) | purified PMI enzyme, coupled fluorescence intensity; higher % means a stronger effect | 0.42% of 190,000 active | inhibition, % at 20 µM, or IC50 in µM where a hit was titrated;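 note: plate controls were DMSO vehicle for no effect and wells lacking substrate for full effect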
Ins promoter up = MIN6 insulin promoter up-regulation | AID 1625 | z-score at 5 µM | MIN6 insulin promoter-GFP reporter, high-content imaging; active compounds read high | 0.3% of 190,000 active;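 active = z-score above 3 at 5 µM with at least 500 cells counted in the well; inconclusive = wells under 500 cells, flagged as cytotoxic or low count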
West Nile virus CPE = inhibition of WNV-induced cytopathic effect – cell-based, CPE readout (AID 1621); West Nile virus-infected cells, CPE inhibition; higher % means a stronger effect; CPE inhibition, % at 10 µM; hits with a dose series show IC50 in µM; 0.02% of 290,000 active; in the data active = a potency from the dose series; inconclusive = CPE inhibition mostly from about 3.7% at the one dose, without a potency; inactive = the rest, 99 in 100 with CPE inhibition below about 2.2%; note: strong numbers were not always called active
RSV CPE inhibition = RSV antiviral activity via CPE protection, HEp-2 cells, primary 10 µM value included (AID 2391); HEp-2 cells, RSV-induced CPE inhibition; higher % means a stronger effect; CPE inhibition, % at 10 µM, or IC50 in µM where a hit was titrated; 0.13% of 310,000 active; in the data active = a potency from the dose series; inconclusive = CPE inhibition mostly from about 23% at the one dose, without a potency; inactive = the rest, 99 in 100 with CPE inhibition below about 21%; note: strong numbers were not always called active
PMI inhibition = MPI inhibition at elevated mannose 6-phosphate – biochemical, fluorescence intensity, high mannose 6-phosphate, primary screen (AID 1220); recombinant PMI enzyme, coupled fluorescence intensity; higher % means a stronger effect; inhibition, % at 20 µM; hits with a dose series show IC50 in µM; 0.66% of 190,000 active
Ins promoter up cell count = second read-out of Ins promoter up, no call of its own (marks repeat the call); cell count; measured here: cytotoxicity, nuclei count;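 total cells summed across four imaged fields per well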
An asterisk follows results filed as active; ? = inconclusive; . = not tested or not shown. Cut-off read from the data, not from the text of the source, unless noted: active = inhibition above about 50%; inactive = the rest.

SMILES	SV40 large T antigen	Ins promoter up cell count	TNAP activation fold	PhoP inhibition	human PMI inhibition	CSM14.1 death rescue	Ins promoter up	West Nile virus CPE	PMI inhibition	RSV CPE inhibition
Cc1ccc2nc(-c3ccncc3)cc(C(=O)Nc3ccc(OC(F)F)cc3)c2c1	4%	1284	1.1	-10%	7%	0.9%	-0.63	-0.7%	3%	-0.3%
O=C1C2C3C=CC(C4CC34)C2C(=O)N1/N=C/c1ccc(-c2ccc(F)cc2[N+](=O)[O-])o1 (centres undefined)	3%	787	0.9	0%	12%	2.2%	-1	1.3%	14%	1.7%
CC(Sc1nc2ccccc2[nH]1)C(=O)O (centres undefined)	14%	.	1.1	-20%	5%	4.3%	.	0.8%	-2%	1.3%
CCSC1=C(C#N)C(c2ccc3c(c2)OCO3)C2=C(CCCC2=O)N1 (centres undefined)	7%	855	1	-4%	12%	-0.9%	1.8	0.2%	7%	0.8%
CCOC(=O)C1=C(C)N(CC)C(=S)NC1c1ccccc1OC(F)F (centres undefined)	12%	1527	1.1	6%	9%	0.2%	0.08	-2.1%	2%	2.0%
Cc1cc(C(=O)NC2CCCC2)c2ccccc2n1	5%	.	.	3%	.	.	.	0.1%	.	1.8%
CCOC(=O)C1CCCN(CC(=O)c2ccc(F)cc2)C1 (centres undefined)	4%	.	.	6%	.	.	.	-0.1%	.	1.0%
O=c1[nH]c(C2CCN(S(=O)(=O)/C=C/c3ccccc3)CC2)nc2c1nnn2Cc1ccccc1	7%	.	.	3%	.	.	.	-1.0%	.	76%
CN(C(=O)COC(=O)c1ccccc1NC(=O)c1ccco1)C1CCS(=O)(=O)C1 (centres undefined)	9%	.	1	-10%	3%	1.2%	.	-0.5%	2%	1.6%
CCOc1ccc(CNCc2ccc(C(=O)O)cc2)cc1OC	3%	1555	1.1	3%	-6%	-2.2%	0.03	0.2%	-3%	-0.8%
O=C(O)CCC(=O)Nc1ccc(S(=O)(=O)N2CCCC2)cc1	5%	1278	1.1	0%	20%	-2.3%	1.3	0.1%	10%	1.4%
O=C(CSCc1ccc(Cl)cc1)NN=C1CCCC1	6%	1185	1	5%	-4%	-0.2%	1.4	-0.3%	-3%	1.1%

SMILES	SV40 large T antigen	Ins promoter up cell count	TNAP activation fold	PhoP inhibition	human PMI inhibition	CSM14.1 death rescue	Ins promoter up	West Nile virus CPE	PMI inhibition	RSV CPE inhibition
CCOc1ccc(N=C2Sc3nc4ccc(C)cc4cc3CN2CCOC)cc1	4%	1163	1.1	1%	6%	-0.1%	1.2	-0.5%	9%	2.2%
Clc1ccc(OCCN2CCOCC2)cc1Cl	17%	.	0.9	13%	13%	-0.8%	.	-0.4%	7%	-1.0%
CC(C)NC(=O)COc1coc(CN2CCN(c3ccccc3F)CC2)cc1=O	22%	.	.	1%	.	.	.	0.1%	.	-1.6%
O=C1CC(c2ccc3c(c2)OCCO3)Oc2ccccc21 (centres undefined)	4%	.	.	-4%	.	.	.	0.8%	.	4.6%
Cc1cc(C)nc(Nc2n[nH]c(COc3cccc4ccccc34)n2)n1	-2%	1331	1.3	-7%	9%	-1.1%	-0.58	.	14%	.
Cc1cc([N+](=O)[O-])ccc1NC(=O)C1CCCO1 (centres undefined)	6%	1563	1.2	-20%	6%	-0.3%	0.45	0.6%	2%	2.2%
Cc1cccc(C(=O)Nc2ccc(C(=O)/C=C/c3ccncc3)cc2)c1	8%	.	.	4%	.	.	.	-2.9%	.	-0.5%
CC(Sc1ccc(Cl)cc1)C(=O)NCc1ccc2c(c1)OCO2 (centres undefined)	1%	1184	1.1	2%	19%	-0.1%	-0.35	0.0%	9%	-1.4%
CSc1nc2ccc3nc(NC(=O)c4ccccc4)sc3c2s1	-3%	978	1.1	2%	4%	-0.3%	0.34	-0.3%	0%	4.6%
COc1ccc(C2C(C(N)=O)=C(C)Nc3nc(CCCO)nn32)cc1OC (centres undefined)	23%	.	.	5%	.	.	.	0.0%	.	-1.3%
CCCNC(=O)c1ccc(COc2ccc(C)cc2)o1	3%	.	.	-4%	.	.	.	-1.3%	.	0.4%
CCc1nc2oc3ccc(C)cc3c(=O)c2cc1C(=O)OC	3%	.	.	7%	.	.	.	-0.1%	.	1.9%

SMILES	SV40 large T antigen	Ins promoter up cell count	TNAP activation fold	PhoP inhibition	human PMI inhibition	CSM14.1 death rescue	Ins promoter up	West Nile virus CPE	PMI inhibition	RSV CPE inhibition
CC(/C=C/c1ccco1)=N/NC(=O)c1ccccc1Cl	1%	1567	1.1	7%	2%	-1.7%	-0.05	-0.2%	3%	8.1%
Cc1cc(/C=N/NC(=O)CC2(C)OCCO2)c(C)n1-c1ccc(Cl)c(Cl)c1	10%	1023	1	-7%	6%	-0.6%	-0.27	-0.4%	9%	?
S=c1[nH]nc(-c2ccco2)n1/N=C/c1cccc(Cl)c1	24%	1062	.	-9%	.	.	-0.21	0.6%	.	1.6%
O=C(NCC1CC1)Nc1cccc(Cl)c1	20%	.	.	4%	.	.	.	-0.9%	.	2.1%
COc1ccc(OC)c2sc(N(CCN(C)C)C(=O)/C=C/c3cccs3)nc12	-15%	.	.	-1%	.	.	.	-1.5%	.	-0.3%
O=C(CSc1ncn(-c2ccccc2)n1)Nc1ccc2c(c1)OCCO2	1%	802	1	0%	-9%	-1.9%	0.18	0.1%	5%	-0.9%
COC(=O)c1ccc(OCC(O)CN(CC(C)C)CC(C)C)cc1 (centres undefined)	0%	1262	1	10%	-2%	0.1%	-0.42	-0.1%	-4%	1.8%
COC(=O)c1ccc(NC(=O)CSCc2ccccc2C)cc1	10%	950	1.1	-7%	11%	3.2%	-0.61	-0.6%	0%	3.1%
CCn1nnc(NC(=O)c2cccnc2)n1	1%	1351	1	15%	11%	1.8%	-0.11	-0.1%	8%	1.4%
Cc1ccccc1CS(=O)(=O)c1ccc(C(=O)N2CCOCC2)cc1[N+](=O)[O-]	6%	.	.	-7%	.	.	.	1.0%	.	-0.6%
CC(C)C(=O)Nc1ccc(-c2nnc(-c3ccccc3)o2)cc1	19%	.	.	-4%	.	.	.	-0.5%	.	1.9%
CCOC(=O)Cn1nc2sc3ccccc3n2c(=O)c1=O	7%	1139	.	-3%	.	.	-0.21	0.5%	.	2.4%

SMILES	SV40 large T antigen	Ins promoter up cell count	TNAP activation fold	PhoP inhibition	human PMI inhibition	CSM14.1 death rescue	Ins promoter up	West Nile virus CPE	PMI inhibition	RSV CPE inhibition
Cc1ccc(-c2n[nH]c(=S)n2/N=C/C=C/c2ccccc2[N+](=O)[O-])cc1	47%	924	0.7	-16%	9%	-3.1%	-0.42	0.1%	-1%	1.2%
CCOC(=O)c1ccc(NC(=O)CC2S/C(=N/N=C3/NC(=O)CS3)NC2=O)cc1 (centres undefined)	13%	1190	1	1%	1%	-0.7%	-0.33	0.3%	17%	0.9%
CC(=O)N1c2ccc(S(=O)(=O)NCC3CCC(C(=O)NCc4ccco4)CC3)cc2CC1C (centres undefined)	15%	.	.	-4%	.	.	.	1.8%	.	5.8%
CC(C)(C)N1CC(C(=O)Nc2ccc(S(N)(=O)=O)cc2)CC1=O (centres undefined)	3%	.	.	-4%	.	.	.	0.1%	.	-0.5%
C=CCNC(=O)CCCCC(=O)NCC=C	4%	.	1.1	-7%	9%	0.1%	.	0.2%	10%	0.8%
Cc1csc(CN(C)C(=O)CC2C(=O)NCCN2Cc2ccc(F)c(F)c2)n1 (centres undefined)	1%	.	.	-9%	.	.	.	0.4%	.	1.0%
COc1ccc(NC(=O)CN2CCN(CC(=O)Nc3ccccc3F)CC2)c(OC)c1	6%	1770	1	-1%	-6%	0.7%	0.47	-0.2%	-8%	4.6%
CN(C)c1ccc(C2N(c3ccc(F)cc3)C(=O)C3CCCN32)cc1 (centres undefined)	0%	975	1.2	-2%	2%	-1.1%	1	0.3%	7%	0.2%
O=C(Cn1[nH]c(=O)c2ccccc2c1=O)Nc1cccnc1	4%	1056	1.1	-6%	-2%	-1.2%	0.08	0.2%	1%	0.6%
CC(=O)Nc1nc(-c2ccccc2)nc(-c2ccccc2OC(C)=O)n1	15%	1149	1.1	4%	1%	-2.7%	-1.3	0.8%	5%	5.4%
CCOC(=O)C(C)/C(C)=N/NC(N)=S (centres undefined)	21%	1265	1.3	-3%	-6%	0.2%	0.68	1.2%	-5%	0.9%
O=S(=O)(Nc1nc(SCc2ccc(Cl)cc2)n[nH]1)c1ccc(F)cc1	-1%	973	.	2%	.	.	-0.03	-1.0%	.	16%

Results in RSV CPE inhibition, for two of the compounds above:
SMILES | RSV CPE inhibition
CC(=O)N1c2ccc(S(=O)(=O)NCC3CCC(C(=O)NCc4ccco4)CC3)cc2CC1C (centres undefined) | 5.8%
Cc1cc([N+](=O)[O-])ccc1NC(=O)C1CCCO1 (centres undefined) | 2.2%

Next section:
SMILES	SV40 large T antigen	Ins promoter up cell count	TNAP activation fold	PhoP inhibition	human PMI inhibition	CSM14.1 death rescue	Ins promoter up	West Nile virus CPE	PMI inhibition	RSV CPE inhibition
OCCNc1nc2ccccc2n1CC(O)c1ccccc1 (centres undefined)	6%	1371	1	4%	-4%	-0.1%	1.6	-0.1%	10%	0.4%
Cc1ccccc1NC(=O)NC1(C(=O)NCC2CCCO2)CCCCC1 (centres undefined)	4%	.	.	0%	.	.	.	0.7%	.	0.1%
Cc1ccc(C(C(=O)NC2CCCCC2)N2CCN(C(=O)c3ccco3)CC2)cc1 (centres undefined)	8%	1576	1	4%	8%	-1.3%	0.03	-0.6%	7%	1.3%
Cc1cc(C)cc(NC(=O)CSc2ccc(-c3cccs3)nn2)c1	11%	1532	1	-5%	16%	-0.3%	0	-0.5%	12%	1.4%
COc1ccc(CCCNC(=O)C2CCC(=O)N(CC3CCCCC3)C2)cc1 (centres undefined)	-8%	.	.	-4%	.	.	.	-0.9%	.	3.0%
COC(=O)/C=C1\C(=O)N(c2nc3ccccc3s2)C(=S)N1c1ccc(F)cc1	12%	902	0.9	0%	-11%	1.1%	1.1	1.2%	-6%	-0.9%
O=C(Nc1cccc2ccccc12)NC1CCS(=O)(=O)C1 (centres undefined)	7%	1483	1.1	3%	8%	-0.3%	0.07	0.5%	5%	0.3%
CC(C)CCN1CCN(C/C=C/c2ccco2)CC1CCO (centres undefined)	1%	1409	1	-2%	17%	-1.3%	1.6	-0.4%	29%	-2.1%
Cc1ccc(C(=O)N2CCC(n3nccc3NC(=O)Nc3cccc(F)c3)CC2)cn1	12%	.	.	-1%	.	.	.	0.2%	.	1.3%
C=CCNC(=O)c1ccc2c(c1)N(CC)C(=O)c1ccccc1S2	6%	.	.	1%	.	.	.	-0.3%	.	0.7%
CC(C)CCN1CCN(Cc2ccon2)CC1CCO (centres undefined)	3%	1474	1.1	-6%	-8%	0.6%	-0.44	0.3%	-10%	-2.2%
COc1ccc(N(C(=O)c2ccn[nH]2)C(C(=O)NC2CCCC2)c2ccc(F)cc2)cc1 (centres undefined)	14%	.	.	-4%	.	.	.	-1.2%	.	1.4%
O=c1[nH]c(N/N=C/c2ccc(O)cc2)nc2ccccc12	?	1473	0.9	12%	-17%	-1.9%	0.07	0.1%	-14%	0.7%

Screening data as filed in PubChem BioAssay.
